Bioassay records deposited in PubChem by several laboratories.
Wnt act – activates Wnt/beta-catenin signaling in a reporter cell assay. activator, plate reader. activation, % at 9.35 µM. actives 1.2% (n = 300,000). AID 743398; in the data active means activation above about 30%, passing the limit was not always enough;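 further: 0% = neutral control wells and 100% = positive control wells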
MITF TRPM1 HTS – MITF TRPM1 promoter activation in melanoma cells; SK-MEL-5 TRPM1-promoter luciferase, 24 h; % of positive control, neutral wells = 0; actives 0.75% (n = 300,000); activation, % at 12.5 µM;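 active means mean activation of at least 80% with every replicate also reaching 80%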;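 further: 0% = neutral control wells and 100% = parthenolide positive control wells; values of inactives mirror those of a sister screen read the other way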
CDK5 inh – blocks human CDK5/p35 kinase activity. Q00535+Q15078. Recombinant CDK5/p35, ADP-Glo luminescence, 60 min. inhibition, % at 10 µM. actives 0.01% (n = 330,000);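 active means highest replicate inhibition of at least 50% and at least 75% of replicates reaching 50%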;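 further: plate controls were DMSO neutral control for no effect and GW8510 at 10 µM for full effect; many of its hits are not listed in these tables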
Target sequence (Q00535 whole entry, looked up): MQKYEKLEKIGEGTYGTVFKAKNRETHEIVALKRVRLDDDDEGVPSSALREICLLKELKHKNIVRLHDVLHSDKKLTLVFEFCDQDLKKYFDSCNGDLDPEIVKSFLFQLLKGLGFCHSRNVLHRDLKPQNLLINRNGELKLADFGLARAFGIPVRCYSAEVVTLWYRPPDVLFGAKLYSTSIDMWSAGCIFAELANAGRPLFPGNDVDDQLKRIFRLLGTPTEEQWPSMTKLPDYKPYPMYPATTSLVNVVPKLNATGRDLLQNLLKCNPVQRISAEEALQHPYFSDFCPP
Target sequence (Q15078 whole entry, looked up): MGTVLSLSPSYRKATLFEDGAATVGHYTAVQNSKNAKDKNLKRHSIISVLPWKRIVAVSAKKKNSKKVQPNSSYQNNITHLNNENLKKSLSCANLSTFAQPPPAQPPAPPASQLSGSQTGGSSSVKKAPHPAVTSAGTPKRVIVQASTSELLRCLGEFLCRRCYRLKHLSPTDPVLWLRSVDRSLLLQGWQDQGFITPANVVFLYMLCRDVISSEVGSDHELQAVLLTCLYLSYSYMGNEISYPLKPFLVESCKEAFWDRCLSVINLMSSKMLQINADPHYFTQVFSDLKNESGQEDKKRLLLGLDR
Rtt109 Vps75 – C. albicans Rtt109 histone acetyltransferase inhibition; actives 0.16% (n = 330,000); AID 540336; inhibition, % at 34.9 µM; Q5AAJ8; purified Rtt109/Vps75, ThioGlo CoA-SH fluorescence, 4 h;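 active means inhibition of at least 50% in every replicate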
SR-BI uptake up – SR-BI HDL lipid transfer activation; CHO ldlA[mSR-BI] cells, DiI-HDL uptake fluorescence, 3 h; 100 = double the neutral-control signal; activation, % at 12.5 µM; actives 0.096% (n = 320,000);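 active means mean replicate activation of at least 60% and every replicate at or above 60%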;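 further: 0% = median plate neutral-control signal and 100% = twice that signal; values of inactives mirror those of a sister screen read the other way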
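Material: SR-BI-overexpressing, LDLR-lacking CHO cells | Dosing: Single compound concentration, delivered by pin transfer | Probe or stimulus: Labelled HDL, 10 µg/mL | Signal: Bottom-read cell fluorescence after medium removal, ex 550/em 595 nm | Schedule: 3 h, 37 °C | Evaluation: HDL uptake via cellular fluorescence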
cardiac RTF act – increases calcium sensitivity of human cardiac regulated thin filaments; AID 493008; actives 0.24% (n = 340,000); activation, % at 7.2 µM; P19429+P45379; IANBD-labeled TnC RTF fluorescence at EC20 calcium; 0% EC20 calcium, 100% full calcium;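 active means activation above the mean over all tested compounds plus 3 SD, cut at about 30% in these data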;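 further: rise in fluorescence read as greater calcium sensitivity of cardiac thin filaments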
HTR5A ag – HTR5A agonism, opioid heterodimer counter-screen | HTR5A agonist assay, luminescence, cell-based | activation, % at 9.3 µM | actives 0.61% (n = 340,000) | AID 504692; in the data active means activation mostly above about 9.5%, no sharp cut-off; inactive means mostly below about 7.6%;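 further: 0% = cells with vehicle only and 100% = reference agonist; strong numbers were not always called active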
Target sequence (P47898 whole entry, looked up): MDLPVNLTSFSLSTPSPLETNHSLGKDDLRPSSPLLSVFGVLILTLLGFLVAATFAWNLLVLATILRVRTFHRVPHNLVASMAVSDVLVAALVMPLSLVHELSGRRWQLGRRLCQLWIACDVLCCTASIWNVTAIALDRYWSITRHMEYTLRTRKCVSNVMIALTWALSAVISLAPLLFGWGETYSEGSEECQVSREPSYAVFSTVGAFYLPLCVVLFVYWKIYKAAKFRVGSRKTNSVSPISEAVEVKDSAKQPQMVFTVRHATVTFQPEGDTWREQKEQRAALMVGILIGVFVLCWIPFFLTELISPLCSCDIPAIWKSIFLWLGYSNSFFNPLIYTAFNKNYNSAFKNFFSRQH
dFosB act – enhances mouse delta FosB homodimer DNA binding; P13346; purified delta FosB, TAMRA-CDK5 oligo fluorescence polarization; percent of positive-control signal above neutral wells; activation, % at 25 µM; actives 0.99% (n = 340,000);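 active means mean activation above about 17%, with every replicate also reaching it, limit read from the data, passing the limit was not always enough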;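 further: fluorescence polarization rise as delta FosB binds a TAMRA Cdk5 AP-1 oligo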
PvdQ acylase – P. aeruginosa PvdQ acylase inhibition | inhibition, % at 10 µM | actives 0.063% (n = 340,000) | purified PvdQ acylase, fluorescence plate reader; in the data active means inhibition above about 30%, passing the limit was not always enough;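 further: 0% = vehicle neutral wells and 100% = reference inhibitor wells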
SR-BI DiI inh – inhibitors of mouse SR-BI mediated HDL lipid uptake; Q61009; actives 0.96% (n = 320,000); ldlA[mSR-BI] CHO cells, DiI-HDL uptake fluorescence, 3 h; inhibition, % at 12.5 µM; AID 488896;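 active means mean replicate inhibition of at least 70% and a set share of replicates each scoring 70 or more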;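 further: 0% = median of neutral control wells and 100% = median of positive control wells; values of inactives mirror those of a sister screen read the other way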
* hit, by the source's call; / = no result given.

SMILES	Wnt act	MITF TRPM1 HTS	CDK5 inh	Rtt109 Vps75	SR-BI uptake up	cardiac RTF act	HTR5A ag	dFosB act	PvdQ acylase	SR-BI DiI inh
COc1cc(NC(=O)CSc2nc(C)c(C)c(C)n2)cc(OC)c1	-1	6	-0.8	-11	0	0	4	1	6	0
C=CCOC(=O)C1=C[C@@H](c2csc3ccccc23)[C@H](CCCO)[C@@H](OCC)O1	-5	-4	1.7	7	-29	-2	-2	-14	-13	29
COc1ccc(NC(=O)/C=C/c2ccccc2)cn1	/	122*	0.6	-1	25	1	-1	-4	-15	-26
CC1CCN(S(=O)(=O)c2ccc3c(ccn3CCC(=O)NC(C)C)c2)CC1	-2	0	-1.5	16	8	0	-1	-1	7	-8
Cc1ccc(C(=O)NCC(=O)OC(C)C(=O)Nc2ccc(N(C)C)cc2)s1 (stereo not drawn)	-1	12	-1.8	-2	2	7	2	-6	-11	-2
COC/C=C/C1=CC2=CC(=O)C(C)(OC(=O)c3cnc4ccccc4n3)C(=O)C2=CN1CC1CC1 (stereo not drawn)	/	-1	-4.9	2	17	3	3	-2	-1	-17
O/N=C(/CN(O)/C=C1/C=CC=N1)c1cccs1	-1	2	0.3	-3	17	-3	5	-3	-16	-17
O=C1NC2(CCCCC2)C(=O)N1CCN1C(=O)c2ccccc2C1=O	-1	-6	-2.0	-3	-5	-4	1	2	-6	5
O=C(CCS(=O)(=O)c1ccc(Cl)cc1)Nc1nnc(-c2ccco2)o1	3	-6	-0.7	6	20	-3	-2	-12	3	-20
O=C1C=CC(=O)C(CNc2ccc(C(=O)OCc3ccccc3)cc2)=C1	-26	/	-2.4	-1	-10	-2	6	-13	-15	10
COc1cccc(-c2cccc(NC(=O)C3CCN(Cc4ccon4)CC3)c2)c1	-1	-5	-0.8	-3	26	-1	0	-1	1	-26
CC(C)c1nnc(NC(=O)CCC(=O)NC2CCCCCCC2)s1	/	6	-0.3	4	2	-5	2	-2	-1	-2
CC(=O)C(Cc1cnc(Cl)s1)(Cc1cnc(Cl)s1)C(C)=O	-3	2	-0.5	0	14	-7	2	-5	-17	-14
NC[C@H]1O[C@H](O[C@H]2[C@H](O)[C@@H](O[C@H]3O[C@H](CO)[C@@H](O)[C@H](N)[C@H]3O)[C@H](N)C[C@@H]2N)[C@H](N)C[C@@H]1O	-7	7	0.6	0	15	-3	-5	1	4	-1
Cn1cnnc1SCC(=O)Nc1ccc(Cl)cn1	-1	13	-0.7	/	12	3	-1	3	7	-12

Ordered by the number under cardiac RTF act (ascending): three from the list above
SMILES | Wnt act | MITF TRPM1 HTS | CDK5 inh | Rtt109 Vps75 | SR-BI uptake up | cardiac RTF act | dFosB act | PvdQ acylase | SR-BI DiI inh
O=C1NC2(CCCCC2)C(=O)N1CCN1C(=O)c2ccccc2C1=O | -1 | -6 | -2.0 | -3 | -5 | -4 | 2 | -6 | 5
C=CCOC(=O)C1=C[C@@H](c2csc3ccccc23)[C@H](CCCO)[C@@H](OCC)O1 | -5 | -4 | 1.7 | 7 | -29 | -2 | -14 | -13 | 29
COc1cc(NC(=O)CSc2nc(C)c(C)c(C)n2)cc(OC)c1 | -1 | 6 | -0.8 | -11 | 0 | 0 | 1 | 6 | 0

Other records.
SMILES	Wnt act	MITF TRPM1 HTS	CDK5 inh	Rtt109 Vps75	SR-BI uptake up	cardiac RTF act	HTR5A ag	dFosB act	PvdQ acylase	SR-BI DiI inh
CN(CC(=O)O/N=C(\N)c1ccccn1)S(=O)(=O)c1cc(Cl)ccc1Cl	-2	5	-9.7	4	2	2	4	-5	-15	-2
COc1ccc(OC)c(C2CC(=O)c3c([nH]c(C(=O)OCC4CCCO4)c3C)C2)c1 (stereo not drawn)	-3	-5	-0.9	2	-68	9	-3	-2	-7	68
COc1ccccc1NC(=O)CCCc1nc(-c2ccc(OC)c(OC)c2)no1	-1	0	0.7	1	18	5	6	0	-8	-18
O=C(c1oc(=O)c2ccccc2c1-c1ccccc1)N1CCN(C2CCCCC2)CC1	1	/	-0.3	13	12	-9	0	-5	-9	-12
O=C(OC1CCOC1=O)c1cc(Cl)ccc1[N+](=O)[O-] (stereo not drawn)	-1	-5	-1.9	0	17	3	-4	2	-3	-17
Cc1cccc(CSc2nc3nc(C)cc(C)n3n2)c1	3	22	-0.6	/	-18	2	0	-1	4	18
OC(CN1CCN(c2ccccc2)CC1)Cn1c2ccccc2c2ccccc21 (stereo not drawn)	/	-1	-1.9	-1	-9	-5	-4	1	-7	9
COc1ccc(S(=O)(=O)Nc2cc(C)on2)cc1NC(C)=O	-5	2	0.7	-1	7	-2	1	1	-11	-7
O=C1C(=O)N(CCCc2ccccc2)c2ccccc21	/	/	0.4	7	1	0	-3	-15	-15	-1
CCC1(C)CC(C(CC(=O)O)c2ccc(C)cc2)CCO1 (stereo not drawn)	/	-6	0.5	4	1	0	-2	-4	-9	-1
CC(C(=O)N=c1sc2ccccc2n1C)N1C(=O)C2CC=CCC2C1=O (stereo not drawn)	/	-14	0.6	3	-26	-2	3	-2	-6	26
CC(C)Nc1nc(-c2cccnc2)nc(-c2ccccc2)c1C#N	-6	-1	-0.5	2	-39	1	0	3	-4	39
COc1cc(C=O)ccc1OCc1c(C)noc1C	/	-4	-0.7	-6	17	2	-1	8	-15	-17
OCC[C@H]1C[C@@H](O)[C@H](O)[C@@]2(CCCc3ccccc3O2)O1	-2	/	0.0	7	10	-2	-1	-7	12	-10
O=C(O)Cn1cc(/C=N/NC(=O)c2cc3cc(Br)ccc3o2)c2ccccc21	1	-17	0.4	43	/	-2	6	0	12	/
C[C@]12CC[C@H](O)CC1=CCC1C2CC[C@@]2(C)C1CC[C@@H]2NC(=O)[C@@H](N)Cc1ccccc1 (stereo partly drawn)	-1	-1	-8.2	-7	-2	-2	0	-12	-6	2
C=CCn1c(-c2ccccc2)n[nH]c1=S	-3	-3	2.6	-3	-1	-1	-2	2	-21	1
O=C(c1ccco1)N1CCN(C(=S)Nc2cc(F)cc(F)c2)CC1	-3	-10	1.3	8	10	-3	6	7	-2	-10
COC(=O)[C@H](C)NC(=O)NCc1ccc(S(N)(=O)=O)cc1	1	-2	0.6	-9	5	4	-2	3	-4	-5
COc1ccc(-c2cc(C)nc3c(-c4ccccc4)cnn23)cc1	6	12	0.7	-1	-42	2	-1	1	-1	42
CCOc1ccc(C2C=C(c3ccc(F)cc3)Nc3ncnn32)cc1 (stereo not drawn)	/	36	0.8	-13	-31	-2	8	-10	-17	31
O=C(c1ccccc1)N1CCC(CC2CC(c3cccc(Br)c3)=NO2)(C(=O)NCC2CCCCC2)CC1 (stereo not drawn)	/	-11	-0.8	3	36	-7	3	6	15	-36
Cc1ccc(-c2cc(-c3ccccc3Cl)c(C#N)c(N)n2)o1	1	-1	0.3	-25	-6	7	7	-15	-4	6
CCN(CC)S(=O)(=O)c1ccc(N2CC(C(=O)NC3(C)CCS(=O)(=O)C3)CC2=O)cc1 (stereo not drawn)	0	-2	1.7	3	-7	-5	-1	5	-2	7
NS(=O)(=O)c1ccc(CCNCc2cccnc2)cc1	-1	6	0.2	-1	15	-10	-4	-3	-4	-15
Cc1ccc(S(=O)(=O)NC(CC(=O)O)c2ccccc2)cc1 (stereo not drawn)	/	/	-1.5	-26	-2	4	1	1	-9	2
N#CC1(NC(=O)Cn2ncc(Cl)c(Cl)c2=O)CCCCC1	-23	-49	0.1	14	18	-1	3	-4	-4	-18
CC(C)C[C@@H](C(=O)NC1CC1)N1C(=O)N2CCc3c([nH]c4ccccc34)[C@@]2(C)C1=O	0	-6	0.2	14	-10	3	7	-1	1	10
COc1ccc(-c2[nH]ncc2N=Nc2cc(C)cc(C)c2)cc1	-14	-20	1.2	-10	-84	-1	1	-8	-2	84*
C=CCn1cccc(C(=O)Nc2cc(OC)ccc2OC)c1=O	0	5	-3.9	-3	-10	5	4	-18	-11	10
Cc1ccc(NC(=O)c2cc(-c3cccc(O)c3)on2)cc1C	23	55	1.5	-2	-22	3	7	-3	-9	22
CN(CC(CC(=O)O)c1ccccc1)S(=O)(=O)c1ccc(Br)cc1 (stereo not drawn)	-3	-2	-0.2	-5	/	0	-3	1	-3	/
N#Cc1ccc(C2=CC(=O)C[C@H](c3ccc4c(c3)OCO4)C2)cc1	3	-11	-1.3	14	-31	0	5	-1	0	31
CCNC(=S)NNC(=O)c1ccccc1OC(F)F	/	5	-0.9	-4	24	1	2	2	-12	-24
COc1ccc(OC)c2c1sc(=NC(=O)c1ccco1)n2C	1	-6	2.0	-1	-58	3	0	-4	-9	58
O=[N+]([O-])c1cc(Br)c(O)c(/C=N/Nc2nnnn2-c2cccc3ccccc23)c1	/	-1	-2.9	1	-3	-3	-5	-7	6	3
COc1cc(OC)c(OC)cc1CCC(C)NC(=O)Cc1ccccc1 (stereo not drawn)	-2	0	0.1	-4	11	-5	2	-6	8	-11
COC(=O)c1ccc(=O)n(Cc2ccco2)c1	-2	0	2.2	6	14	13	1	3	-12	-9
COCCNC(=O)C(c1cccs1)N(CCc1ccccc1)C(=O)Cn1nnc2ccccc21 (stereo not drawn)	/	-5	-1.4	2	/	5	3	-7	10	/
O=C(COC(=O)c1cccc(S(=O)(=O)NCc2ccccc2)c1)c1ccc2c(c1)OCCO2	10	5	1.1	9	-40	-1	4	-13	-17	40
NNC(=O)c1ccc(CSc2cccc3cccnc23)cc1	4	5	3.1	3	-34	0	2	-2	9	34
CC(=O)c1ccc(S(=O)(=O)Nc2cccc(-n3cnnn3)c2)cc1	-4	-7	-0.3	-4	-11	-3	2	-16	-9	11
COc1cc(CCC(=O)OCC(=O)NC2CCCC(C)C2C)cc(OC)c1OC (stereo not drawn)	-3	-2	-2.5	7	33	-1	-1	-2	-14	-33
CCc1cccc(CC)c1NC(=O)COC(=O)CCc1cc(OC)c(OC)c(OC)c1	1	-13	1.3	-5	15	2	9	-8	8	-16
O=c1oc2ccccc2n1CCCOc1ccccc1	30	/	-0.5	-11	0	-4	2	-1	-15	0
COc1ccc(-c2nnn(CC(=O)N(CCO)C(C(=O)NC3CCCC3)c3ccncc3)n2)cc1 (stereo not drawn)	-1	-4	0.4	0	8	/	/	-4	-9	-8
C[C@H](/C=C/[C@@]1(O)[C@H](C)C[C@H](O)CC1(C)C)O[C@@H]1O[C@H](CO)[C@@H](O)[C@H](O)[C@H]1O	0	/	1.8	3	51	-3	0	-1	6	-51
CCOC(=O)C1CCCN(C(=O)c2ccc(-c3ccc([N+](=O)[O-])cc3)o2)C1 (stereo not drawn)	11	8	0.5	-11	-14	-12	0	-10	-8	14
CCCCCCC[N+](CC)(CC)CCCCc1ccc(Cl)cc1	-3	-74	-1.8	12	-2	3	7	0	-9	2
COc1cccc(/C=N/NC(=O)CC(=O)NCCc2ccccc2)c1OC	/	-2	1.7	-8	4	4	-3	-1	-11	-4
